Source: PubChem
IDE inh = human IDE inhibitors in live cells, primary screen, fluorescence polarization, HEK cells, FAbetaB substrate; inhibition, % at 5.59 µM; 320,000 compounds, 0.41% hits; Insulin-degrading enzyme (Homo sapiens), P14735; FAbetaB cleavage; AID 434962, 2010;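 active = percent inhibition above the average of all tested compounds plus 3 SD, set per screening campaign, cut at about 16% in these data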;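 also: IDE supplied by intact live HEK cells; FP after avidin binding of uncleaved biotin substrate so inhibition keeps polarization high; 0% = DMSO wells and 100% = 60 µM reference IDE inhibitor Ii1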
Target sequence (P14735 whole entry, looked up): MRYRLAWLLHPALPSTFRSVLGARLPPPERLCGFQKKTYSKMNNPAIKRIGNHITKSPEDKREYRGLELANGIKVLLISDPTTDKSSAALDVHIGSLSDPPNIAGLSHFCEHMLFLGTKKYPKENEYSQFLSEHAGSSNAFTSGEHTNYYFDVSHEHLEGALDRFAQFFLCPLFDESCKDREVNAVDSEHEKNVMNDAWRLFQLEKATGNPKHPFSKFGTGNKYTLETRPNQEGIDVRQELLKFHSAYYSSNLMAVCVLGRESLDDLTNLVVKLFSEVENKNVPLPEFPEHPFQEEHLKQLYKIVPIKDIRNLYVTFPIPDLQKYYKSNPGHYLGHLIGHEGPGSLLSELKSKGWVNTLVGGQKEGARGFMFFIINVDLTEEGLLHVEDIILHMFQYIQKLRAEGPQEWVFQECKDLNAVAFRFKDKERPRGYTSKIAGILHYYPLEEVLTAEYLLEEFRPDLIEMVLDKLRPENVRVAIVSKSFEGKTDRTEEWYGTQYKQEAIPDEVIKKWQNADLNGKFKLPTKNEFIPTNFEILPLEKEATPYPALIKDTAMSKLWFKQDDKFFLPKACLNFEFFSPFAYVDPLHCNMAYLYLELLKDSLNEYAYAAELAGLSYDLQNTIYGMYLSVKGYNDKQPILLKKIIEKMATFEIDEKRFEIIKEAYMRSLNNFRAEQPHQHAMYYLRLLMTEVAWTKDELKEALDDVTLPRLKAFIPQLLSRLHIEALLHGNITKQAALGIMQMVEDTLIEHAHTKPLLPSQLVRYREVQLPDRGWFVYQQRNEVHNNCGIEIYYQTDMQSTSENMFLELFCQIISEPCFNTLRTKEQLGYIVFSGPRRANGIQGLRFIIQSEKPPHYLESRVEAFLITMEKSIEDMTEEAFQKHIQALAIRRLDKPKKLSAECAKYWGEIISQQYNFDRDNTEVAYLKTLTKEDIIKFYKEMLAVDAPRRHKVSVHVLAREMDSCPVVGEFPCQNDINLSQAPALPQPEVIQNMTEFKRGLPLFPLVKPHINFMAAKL
IDE cell activ = human IDE activators in live cells, primary screen, fluorescence polarization, HEK cells, FAbeta-B substrate | Insulin-degrading enzyme (Homo sapiens), P14735 | FAbeta-B cleavage; 0% vehicle, 100% cell-free pure enzyme wells | activation, % at 5.96 µM | 340,000 compounds, 0.073% hits;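 active = activation above the mean of all tested compounds plus 3 SD, set per screening campaign, cut at about 17% in these data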
* marks the source's active call; other numbers are inactive results. This is a subset; rates above refer to the full screens.

SMILES	IDE inh	IDE cell activ
O=C(NCC(c1ccco1)N1CCc2ccccc2C1)C(=O)Nc1ccccc1F (stereo unspecified)	-1	2
Cc1cccc(C(=O)NC(C)C(=O)NC(c2nc3ccccc3[nH]2)C(C)C)c1 (stereo unspecified)	2	3
Cc1ccc(C(=O)OC(C(=O)O)C(OC(=O)c2ccc(C)cc2)C(=O)O)cc1 (stereo unspecified)	-1	3
O=C1C=C(c2cc3ccccc3o2)C[C@@H](c2ccc(F)cc2)C1	5	-3
CCN(C(=O)Cn1c(Cl)nc2c1c(=O)n(C)c(=O)n2C)C1CCCCC1	1	5
CCN(CC(=O)Nc1ccc(NC(C)=O)cc1)C(=O)CCCc1c[nH]c2ccccc12	-7	3
CCC1CCCCN1C(=S)NC(=O)c1cc(Br)ccc1Cl (stereo unspecified)	0	9
CN(CC(=O)Nc1ccc(Cl)c(C(F)(F)F)c1)C(=O)c1cn2ccccc2n1	4	-3
CN(CC(=O)Nc1ccccc1Cl)C(=O)CCNC(=O)Nc1ccccc1	9	2
O=C(NCC(c1ccco1)N1CCCCC1)c1ccc(COc2ccccc2)cc1 (stereo unspecified)	-2	-2
CCOC(=O)N1CCN(C(=O)c2ccccc2SCC(=O)NCC2CCCCC2)CC1	4	6
CCN(CC(=O)Nc1ccccc1C(F)(F)F)C(=O)c1ccccc1SCC(=O)N1CCCC1	8	1

Record cards, from the list above. Values in the order: IDE inh	IDE cell activ
Record of `CN(CC(=O)Nc1ccccc1Cl)C(=O)CCNC(=O)Nc1ccccc1` → 9	2
Record of `O=C(NCC(c1ccco1)N1CCc2ccccc2C1)C(=O)Nc1ccccc1F` (stereo unspecified) → -1	2
Record of `CCOC(=O)N1CCN(C(=O)c2ccccc2SCC(=O)NCC2CCCCC2)CC1` → 4	6
Record of `CN(CC(=O)Nc1ccc(Cl)c(C(F)(F)F)c1)C(=O)c1cn2ccccc2n1` → 4	-3
Record of `O=C1C=C(c2cc3ccccc3o2)C[C@@H](c2ccc(F)cc2)C1` → 5	-3

Quoted from the results shown, four compounds:
SMILES	IDE inh	IDE cell activ
O=C(NCC(c1ccco1)N1CCc2ccccc2C1)C(=O)Nc1ccccc1F (stereo unspecified)	-1	2
Cc1cccc(C(=O)NC(C)C(=O)NC(c2nc3ccccc3[nH]2)C(C)C)c1 (stereo unspecified)	2	3
Cc1ccc(C(=O)OC(C(=O)O)C(OC(=O)c2ccc(C)cc2)C(=O)O)cc1 (stereo unspecified)	-1	3
O=C1C=C(c2cc3ccccc3o2)C[C@@H](c2ccc(F)cc2)C1	5	-3

(listing goes on)
SMILES	IDE inh	IDE cell activ
C=CC[C@H](CC(=O)NCCO)C(=O)N[C@@H](COC(=O)[C@@H](CC=C)Cc1ccc(F)cc1)Cc1c[nH]c2ccccc12	-5	-1
CCN1C(=O)[C@H]2[C@@H](c3ccc(-c4cc(C(C)=O)cs4)cc3)N3CCCC[C@@]3(C(=O)OC)[C@H]2C1=O	-5	5
Cc1cccc(CN2[C@@H](CC(C)C)COCCS2(=O)=O)c1	0	-3
CN(CC(=O)Nc1c(Cl)cccc1Cl)C(=O)Cc1ccsc1	5	2
COc1cc2c(cc1OC)CN(C(=O)CN1C(=O)c3ccc([N+](=O)[O-])cc3C1=O)CC2	6	0
Cc1onc(-c2ccccc2)c1C(=O)OCC(=O)N(C)c1c(N)n(Cc2ccccc2)c(=O)[nH]c1=O	11	-4
C[C@@]12C(=O)N(Cc3ccco3)CC(=O)N1[C@H]1c3ccccc3OC[C@@H]1[C@@H]2c1ccccc1	3	3
C=CC[C@H](CC(=O)N(CCO)Cc1ccccc1)C(=O)N[C@@H](COC(=O)[C@H](CC=C)CC(=O)OC(C)(C)C)Cc1c[nH]c2ccccc12	7	9
Cc1ccc(S(=O)(=O)N2CCOCC2)cc1C(=O)OCC(=O)NCc1ccc2c(c1)OCO2	3	5
COCCNC(=O)c1c(CS(=O)(=O)c2ccccc2)noc1C(=O)NCc1ccccc1	7	0
Cc1ccc(S(=O)(=O)NCCC(=O)NCC(=O)Nc2c(C)cccc2C)cc1C	0	3
COc1ccc([C@H]2CC(=O)C=C(c3ccccc3OC)C2)cc1OC	0	-1
CN(c1ccccc1)S(=O)(=O)c1cccc(C(=O)NCCCN2CCCC2=O)c1	-1	5
O=C(CN1C(=O)NC(Cc2c[nH]c3ccccc23)C1=O)Nc1ccccc1Br (stereo unspecified)	-1	1
CCc1ccc([C@H]2C(C(=O)O)=C[C@@H](CC3CCCC3)N2S(=O)(=O)c2ccc(C)cc2)cc1	-5	0
O=S(=O)(c1ccc(F)c(Cl)c1)N1CCN(C/C=C/c2ccccc2)CC1	10	2
O=C(Nc1cc(S(=O)(=O)Nc2ccccc2F)ccc1Cl)c1ccc(F)cc1F	1	4
CCc1ccc(NC(=O)C(C)OC(=O)CN2C(=O)NC3(CCCC3)C2=O)cc1 (stereo unspecified)	2	3
O=C(NCc1ccco1)c1ccc(Cl)c(S(=O)(=O)N2CCCC2)c1	-5	2
O=c1oc(CCCO)cc2ccc(C#CC3(O)CCCCC3)cc12	3	-2
CCOC(=O)[C@H]1[C@H]2COc3ccc(Cl)cc3[C@@H]2N2C(=O)c3cc(F)ccc3NC(=O)[C@@]12C	1	4
C=CC[C@@H](CC(=O)N[C@@H](CO)Cc1ccccc1)C(=O)N[C@H](COC(=O)[C@@H](CC=C)Cc1ccc(F)cc1)C(C)(C)C	3	14
CC1Sc2ccc(C(=O)Nc3ccc(S(=O)(=O)N(C)C)cc3)cc2NC1=O (stereo unspecified)	2	-2
COc1ccc(S(=O)(=O)N2CCCCC2)cc1NC(=O)CSc1nnc(C2CC2)n1C	-4	0
CCN(C(=O)CN1C(=O)NC(c2ccccc2)(c2ccc(C)c(C)c2)C1=O)C1CCCCC1 (stereo unspecified)	4	2
O=C(CN1C(=O)NC2(CCCC2)C1=O)Nc1ccccc1N1CCCCC1	2	2
CCOC(=O)c1c(C)[nH]c(C(=O)COC(=O)c2cc(C)oc2C)c1C	6	-2
Cc1ccc(C)c(S(=O)(=O)N2CCN(C(=O)c3ccncc3)CC2)c1	2	3
C[C@@H](O)[C@H]1O[C@]2(C)CCC[C@H]1O2	3	-4
CC(=O)Nc1ccc(S(=O)(=O)N(C)CC(=O)OC2CCCCC2=O)cc1 (stereo unspecified)	7	5
CC1Cc2ccccc2N1C(=O)CN(C)CC(=O)Nc1ccc(OC(F)(F)F)cc1 (stereo unspecified)	-7	-2
Cn1c(=O)c(S(=O)C2CCCCC2)c(O)c2ccccc21 (stereo unspecified)	1	-1
Nc1cc(C(=O)OCC(=O)N2CCCC2=O)ccc1Cl	3	2
COC(=O)c1ccccc1-c1c2ccc(=N)cc-2oc2cc(N)ccc12	-3	39*
Cc1cc(C)n(CC(=O)NNC(=O)c2ccc(OC(F)(F)F)cc2)n1	2	3
Cc1ccc(NC(=O)C2CCN(S(=O)(=O)c3ccc4c(c3)OCCO4)CC2)nc1	-1	2
O=C(Nc1ncccc1O)c1cc2ccccc2o1	3	3
Brc1cc(Br)c(Oc2cc(Br)c(Br)cc2Br)cc1Br	0	2
COc1cc(/C=C/C(=O)N(C)CC(=O)Nc2ccccc2Br)cc2c1OCCO2	2	5
CC(C)(C)N(Cc1ccccc1)C(=O)COC(=O)c1ccc(S(=O)(=O)N2CCOCC2)cc1	6	8
CCCN(C(=O)CSc1nc2cc(S(=O)(=O)N(CC)CC)ccc2o1)C1CCS(=O)(=O)C1 (stereo unspecified)	1	6
COc1ccc(C(=O)COC(=O)c2ccc([N+](=O)[O-])s2)cc1OC	-3	1
Cc1c(Cl)cccc1NC(=O)CSc1nnnn1C	0	3
CCOc1ccc(NC(=O)CN(C)C(=O)CCC2CCCCC2)cc1OCC	0	8
COc1ccc(C(=O)c2ccccc2O)c(O)c1	-3	5
C/C(=N\NC(=O)c1ccc(-n2cnnn2)cc1)c1ccc(C)cc1	2	-1
Cc1ccc(C2=NOC(C)(c3nnc(-c4ccncc4)o3)C2)cc1 (stereo unspecified)	5	-4
O=C(NC(=S)Nc1cccc(O)c1)C1CCCCC1	2	5
Cc1cccc(OCC(=O)NCC(C)(C)N2CCOCC2)c1	-2	-2
Cc1ccc(C(=O)COC(=O)CCS(=O)(=O)c2ccccc2)cc1[N+](=O)[O-]	-1	1
O=C(COC(=O)c1cccs1)Nc1cccc(S(=O)(=O)N2CCCCC2)c1	-2	4
COc1ccc(NC(C)=O)cc1NC(C)C(=O)Nc1ccc(S(=O)(=O)N2CCCCC2)cc1 (stereo unspecified)	-4	3
CC1CC(C)CN(C(=O)CN2C(=O)NC(c3ccccc3)(c3ccccc3)C2=O)C1 (stereo unspecified)	4	6
Cc1cc(=O)c2c([nH]1)c(C)cc1[nH]c(C)c(C)c12	3	0
COc1cccc(CN(C)C(=O)c2cc(S(=O)(=O)NC3CCCCC3)ccc2C)c1	1	2
CC(C)Cc1nnc(NC(=O)CCNC(=O)c2ccccc2Cl)s1	0	2
CSc1ccccc1NC(=O)CSc1cccc[n+]1[O-]	1	4
O=C(NCc1cccc(C(F)(F)F)c1)C1CC2Cn3c(nc4ccccc43)C2N1Cc1ccccc1 (stereo unspecified)	-3	2
CN(C)C(N)=NCCC[C@H](N)C(=O)O	1	2
C#CCOCCOCCOCCNc1nc(N2CCN(C(=O)CCCCCCCCCCNC(=O)[C@@H](CCSC)n3cc(CCO)nn3)CC2)nc(N2CCN(C(=O)CCCCCCCCCCNC(=O)[C@@H]([C@H](C)O)n3cc(C)nn3)CC2)n1	5	10

Next part:
SMILES	IDE inh	IDE cell activ
O=C(NCC1CCCN1S(=O)(=O)c1cccs1)c1ccc(F)c(F)c1 (stereo unspecified)	-1	1
COc1ccccc1NC(=O)C(C)OC(=O)CN1C(=O)C2CC=CCC2C1=O (stereo unspecified)	3	2
CC(OC(=O)c1ccc(Cl)c([N+](=O)[O-])c1)C(=O)N1CCN(Cc2ccccc2)CC1 (stereo unspecified)	-5	3
COc1ccccc1C(=O)NC(=O)COC(=O)c1cc[n+]([O-])cc1	-2	3
CC1(C2CC2)NC(=O)N(CC(=O)Nc2ccc(C(F)(F)F)cc2)C1=O (stereo unspecified)	-1	5
COc1cc(-c2nnc(COC(=O)c3nn(CC(C)C)c(=O)c4ccccc34)o2)cc(OC)c1OC	3	0
COc1ccc(-c2cn(CCC(=O)O)c(-c3ccc(Cl)nc3)n2)cc1	-3	8
CCOc1ccc(S(=O)(=O)Nc2cccc(C(=O)NCC(c3ccccc3)N(C)C)c2)cc1 (stereo unspecified)	0	-3
O=C1CCc2cc(S(=O)(=O)Nc3ccccc3F)ccc2N1	8	-2
CCN(CC(=O)NCc1ccc(F)cc1)S(=O)(=O)c1ccc(Cl)s1	7	1
O=C(CN1C(=O)NC2(CCCC2)C1=O)Nc1nc2ccc(F)cc2s1	2	2
COC(=O)Cc1ccc(OC(=O)CCS(=O)(=O)c2ccc(C)cc2)cc1	-4	1
CS(=O)(=O)c1ccc(-c2cccc(NC(=O)c3ccco3)c2)nn1	6	-1
N#Cc1ccccc1Sc1ccccc1C(=O)NCC(c1ccco1)N1CCCC1 (stereo unspecified)	2	-3
CCOc1ccc2c(c1)C(C)=CC(C)(C)N2	1	6
COc1ccc(S(=O)(=O)N2CCC(C(=O)NC3CCCCC3)CC2)cc1OC	4	0
COc1ccc2nc(N3CCN(C(=O)c4ccc([N+](=O)[O-])o4)CC3)sc2c1	2	1
COc1ccccc1NC(=O)COC(=O)c1ccc(S(=O)(=O)N2CCCCCC2)cc1	2	5
COc1cc(OC)cc(-c2cc3ncccc3cn2)c1	-1	2
O=C(Cc1c(F)cccc1Cl)Nc1cccc(S(=O)(=O)NC2=NCCCCC2)c1	9	7
Cc1nc(NC(=O)COC(=O)C2CC3CCCC(C2)C3=O)c(Cl)cc1Cl (stereo unspecified)	-1	1
COc1ccccc1N1CCN(S(=O)(=O)c2c[nH]c(=O)[nH]c2=O)CC1	-3	-1
O=C(COC(=O)/C=C/c1ccc(C(F)(F)F)cc1)NC1CCS(=O)(=O)C1 (stereo unspecified)	2	-3
CCN(C(=O)C(C)OC(=O)CCCNC(=O)c1ccc(Cl)cc1)c1ccccc1 (stereo unspecified)	3	0
CCN(CC(=O)Nc1c(F)cccc1F)C(=O)C1CCN(S(=O)(=O)c2ccc(F)cc2)CC1	-5	0
CCOC(=O)C1CCN(C(=O)CN2C(=O)NC3(CCCCC3)C2=O)CC1	-2	6
O=C1OC[C@@H]2CCCN2C(=O)[C@@H](CC(=O)N(CCO)Cc2ccccc2)C/C=C\C[C@@H]1Cc1ccc(F)cc1	8	0
CCN(CC(=O)NNC(=O)c1ccccc1)Cc1ccc(OC)c(F)c1	-3	2
O=c1[nH]c(=S)[nH]c2scc(-c3ccc(Br)cc3)c12	-2	1
CC1CCCCC12NC(=O)N(CC(=O)N1CCN(c3ncccn3)CC1)C2=O (stereo unspecified)	3	-5
Cc1ccc(-c2cc(C(=O)NCC(c3ccccc3)N(C)C)c3ccccc3n2)o1 (stereo unspecified)	4	6
O=C(OCC(=O)N1CCCC1)c1ccc(Cl)nc1	2	5
COc1ccccc1NS(=O)(=O)c1cc(N)ccc1N1CCOCC1	5	1
CC(=O)Nc1cccc(NCC(=O)Nc2cc(S(=O)(=O)N3CCCCC3)ccc2Cl)c1	5	-3
Cc1cc(C(=O)OCC(=O)N2CCOCC2)c(C)n1-c1ccccc1	1	-1
C[C@H](CO)N1C[C@H](C)[C@@H](CN(C)C(=O)NC2CCCCC2)Oc2ccc(NC(=O)Nc3ccccc3)cc2C1=O	-2	2
C[C@H](CO)N1C[C@H](C)[C@@H](CN(C)Cc2ccccc2)Oc2ccc(NC(=O)Cn3cnnn3)cc2C1=O	-1	4
Cc1ccc(S(=O)(=O)Nc2ccccc2F)cc1C(=O)NNC(=O)c1ccccc1O	-2	1
